BoNT A protease – BoNT/A light chain protease inhibitors, primary screen, biochemical, flow cytometry, MLPCN library. Botulinum neurotoxin type A light chain protease (Clostridium botulinum A str. ATCC 3502). multiplex microsphere protease substrate cleavage. inhibition, % at 10 µM. actives 0.17% (n = 360,000). AID 588499, 2011; in the data active means inhibition above about 30%; further: plate controls were buffer without enzyme for full effect and enzyme alone for no effect
Mtb UGM inh – M. tuberculosis UGM enzyme inhibitors, primary screen, biochemical, fluorescence polarization, single point; purified UGM, fluorescence polarization probe displacement; actives 0.06% (n = 320,000); AID 504406, 2011; inhibition, % at 10 µM; UDP-galactopyranose mutase (Mycobacterium tuberculosis (strain ATCC 25618 / H37Rv)), …; in the data active means inhibition above about 10%, passing the limit was not always enough
Target sequence (P9WIQ1 whole entry, looked up): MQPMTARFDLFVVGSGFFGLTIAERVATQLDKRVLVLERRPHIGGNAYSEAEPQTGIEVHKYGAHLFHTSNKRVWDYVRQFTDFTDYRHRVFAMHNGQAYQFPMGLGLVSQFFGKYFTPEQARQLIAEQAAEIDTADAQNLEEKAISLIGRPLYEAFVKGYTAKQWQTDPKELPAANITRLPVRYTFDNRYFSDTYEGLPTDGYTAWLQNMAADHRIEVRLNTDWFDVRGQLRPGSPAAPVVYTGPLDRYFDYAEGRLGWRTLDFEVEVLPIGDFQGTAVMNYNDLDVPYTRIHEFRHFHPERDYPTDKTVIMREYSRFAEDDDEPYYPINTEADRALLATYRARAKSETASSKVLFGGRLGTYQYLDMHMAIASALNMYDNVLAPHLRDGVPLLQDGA
BioA inh – M. tuberculosis BioA enzyme inhibitors, primary screen, biochemical, plate reader, single point, HTS; 7,8-diaminopelargonic acid synthase BioA (Mycobacterium tuberculosis); purified M. tuberculosis BioA enzyme; inhibition, % at 9.99 µM; actives 0.096% (n = 360,000); in the data active means inhibition above about 40%
GDH-TPI counter – GDH-TPI coupling enzyme inhibitors, primary screen, artefact control for M. tuberculosis FBA inhibitor project, biochemical, absorbance, full deck; GDH-TPI coupled enzyme counterscreen, NADH absorbance; inhibition, % at 4.8 µM; actives 1.2% (n = 360,000);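 further: 0% = DMSO wells and 100% = wells lacking the enzyme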
CCHFV vOTU inh – CCHFV vOTU protease inhibitors, primary screen, biochemical, Pep-AMC substrate, fluorescence. actives 0.55% (n = 370,000). inhibition, % at 11.5 µM. AID 651958, 2012. Crimean-Congo hemorrhagic fever virus L polyprotein viral ovarian tumor (vOTU) protease …; further: 0% = vehicle wells with enzyme and 100% = no enzyme wells
FadD28 binding – inhibitors of FadD28 bisubstrate probe binding, primary screen, biochemical, fluorescence polarization, single point; Mycobacterium tuberculosis FadD28 fatty-acid-AMP ligase; inhibition, % at 12.5 µM; actives 0.22% (n = 360,000); AID 588549, 2011; in the data active means inhibition above about 8.5%, passing the limit was not always enough
BoNT F protease – BoNT/F light chain protease inhibitors, primary screen, biochemical, flow cytometry, MLPCN library; Multiplex microsphere protease cleavage assay; actives 0.22% (n = 360,000); inhibition, % at 10 µM; in the data active means inhibition above about 35%, passing the limit was not always enough; further: plate controls were buffer without enzyme for full effect and enzyme alone for no effect
FBA Mtb inh – Mtb FBA enzyme inhibitors, primary screen, biochemical, fluorescence, strain H37Rv. purified M. tuberculosis FBA, fluorescence read-out. AID 588726, 2011. inhibition, % at 1 µM. actives 2.3% (n = 360,000); in the data active means inhibition above about 27%;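 further: 0% = vehicle and 100% = reference inhibitor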
Target sequence (P9WQA3 whole entry, looked up): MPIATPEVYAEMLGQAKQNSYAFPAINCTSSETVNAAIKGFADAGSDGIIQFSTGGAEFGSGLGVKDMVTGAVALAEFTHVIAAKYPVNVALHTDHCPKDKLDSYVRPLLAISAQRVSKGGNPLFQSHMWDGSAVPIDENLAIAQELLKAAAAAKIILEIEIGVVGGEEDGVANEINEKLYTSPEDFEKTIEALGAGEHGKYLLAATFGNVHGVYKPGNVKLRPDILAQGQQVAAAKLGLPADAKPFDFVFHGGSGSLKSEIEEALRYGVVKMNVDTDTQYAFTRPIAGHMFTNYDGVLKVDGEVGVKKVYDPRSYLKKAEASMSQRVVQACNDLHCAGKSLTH
PrPC TRFRET – inhibitors of human cell surface prion protein PrPC, primary screen, cell-based, TR-FRET; Major prion protein (Homo sapiens), P04156; TR-FRET read-out; inhibition, % at 13.8 µM; actives 0.43% (n = 370,000); AID 720596, 2013; in the data active means inhibition above about 24%; further: 0% = median of the test wells and 100% = reference compound wells
The depositor's hits bear a star. Unless noted, no stated cut-off is given here; in the data, active means inhibition above about 30%; inactive means the rest.

COc1ccccc1Nc1nc(NCc2ccco2)nc(N)c1[N+](=O)[O-] was read as BoNT A protease -0.2, Mtb UGM inh 2.2, BioA inh -0.9, GDH-TPI counter 6, CCHFV vOTU inh 3, FadD28 binding -1.0, BoNT F protease -7, FBA Mtb inh -3 and PrPC TRFRET -7.
Screening O=C(C1=NOC2(C1)C(=O)Nc1ccccc12)N1CCOCC1 (configuration not stated) returned BoNT A protease -0.2, CCHFV vOTU inh 12, BoNT F protease 10 and PrPC TRFRET 3.
`COc1cccc(N2CCN(S(=O)(=O)c3c(C)[nH]c(C)c3C(=O)N3CCCC3)CC2)c1` gave BoNT A protease 0.8, Mtb UGM inh -0.8, BioA inh 0.2, GDH-TPI counter 2, CCHFV vOTU inh 6, FadD28 binding -3.5, BoNT F protease 0, FBA Mtb inh 1 and PrPC TRFRET -2.
`COc1ccc(-c2cc(=O)c3cc(O)ccc3o2)cc1` gave BoNT A protease 0.6, Mtb UGM inh -1.0, BioA inh 0.9, GDH-TPI counter 29, CCHFV vOTU inh 4, FadD28 binding -0.4, BoNT F protease -11, FBA Mtb inh 1 and PrPC TRFRET 7.
C[C@@H](NC(=O)c1[nH]cnc1C(=O)Nc1ccccc1F)c1ccccc1 was read as BoNT A protease -0.2, BioA inh 0.2, GDH-TPI counter -3, CCHFV vOTU inh 18, FadD28 binding -4.1, BoNT F protease 2, FBA Mtb inh -1 and PrPC TRFRET 4.
`COc1cc(C(=O)COC(=O)CNC(=O)C2CCCCC2)cc(OC)c1OC` gave BoNT A protease 0.6, Mtb UGM inh 0.5, BioA inh -1.9, GDH-TPI counter 14, CCHFV vOTU inh 2, FadD28 binding 0.8, BoNT F protease -4, FBA Mtb inh 22 and PrPC TRFRET -4.
Cn1cc(Cl)c(C(=O)N(Cc2ccccc2)c2ccccn2)n1 was read as BoNT A protease -0.2, Mtb UGM inh -0.7, BioA inh 0.2, GDH-TPI counter -6, CCHFV vOTU inh 8, FadD28 binding -3.8, BoNT F protease -2, FBA Mtb inh 0 and PrPC TRFRET 7.
O=C(NC(Cc1ccccc1)C(=O)N1CCc2ccccc2C1)c1ccccc1 (configuration not stated) was read as BoNT A protease -6.7, Mtb UGM inh -1.2, GDH-TPI counter -9, CCHFV vOTU inh 10, FadD28 binding -2.6, BoNT F protease -14, FBA Mtb inh 0 and PrPC TRFRET -4.
Screening CCN(CC)c1ccc(/C=C2\C(=O)NC(=S)N(c3ccc(OC)cc3OC)C2=O)o1 returned Mtb UGM inh 3.6, BioA inh -5.4, GDH-TPI counter -1, FadD28 binding -3.7 and FBA Mtb inh -32.
For Cc1nn(CC(=O)Nc2cc(S(=O)(=O)N(C)C)ccc2Cl)c(C)c1[N+](=O)[O-] the results were BoNT A protease 0.5, Mtb UGM inh 1.3, BioA inh -2.5, GDH-TPI counter 12, CCHFV vOTU inh 12, FadD28 binding 0.2, BoNT F protease -5, FBA Mtb inh 2 and PrPC TRFRET 7.
For CCOc1ccc(NC(=O)/C(C#N)=C\c2ccc(N3CCCC3)c(C)c2)cc1 the results were BoNT A protease 1.1, GDH-TPI counter 4, CCHFV vOTU inh 10, FadD28 binding -2.5, BoNT F protease -2, FBA Mtb inh -5 and PrPC TRFRET 5.
Screening CCOC(=O)c1cc(CC)sc1/N=C/c1c(O)[nH]c(=S)[nH]c1=O returned BoNT A protease 4.8, Mtb UGM inh -0.8, BioA inh 0.0, GDH-TPI counter 15, CCHFV vOTU inh 7, FadD28 binding -0.3, BoNT F protease 12, FBA Mtb inh 2 and PrPC TRFRET -3.
CC1CCCN(C(=O)CNC(=O)Cn2ccc3ccccc3c2=O)C1 (configuration not stated) was read as BoNT A protease -0.4, Mtb UGM inh 1.7, BioA inh -0.8, GDH-TPI counter 2, CCHFV vOTU inh -4, FadD28 binding -1.0, BoNT F protease 2, FBA Mtb inh 2 and PrPC TRFRET -3.
`Cc1c(C(=O)Nc2nc3ccccc3[nH]2)oc2c(Cl)cccc12` gave BoNT A protease 0.2, Mtb UGM inh -6.0, BioA inh -0.7, GDH-TPI counter 14, CCHFV vOTU inh 10, FadD28 binding -7.4, BoNT F protease -8, FBA Mtb inh 1 and PrPC TRFRET 1.
Cc1ccc(C(F)(F)F)cc1NC(N)=S was read as BoNT A protease -0.4, Mtb UGM inh -0.5, GDH-TPI counter -4, CCHFV vOTU inh 0, FadD28 binding -1.5, BoNT F protease -2, FBA Mtb inh -2 and PrPC TRFRET -7.
`CC1=C(C(=O)N2CCCCCC2)CC(CC(=O)NC2CCCCC2)C(=O)N1CCC1=CCCCC1` (configuration not stated) gave BoNT A protease -0.5, CCHFV vOTU inh 12, BoNT F protease -4 and PrPC TRFRET 0.
O=C1C=CC(=O)N1c1cccc2cccnc12 was read as BoNT A protease -0.7, BioA inh -1.8, GDH-TPI counter 10, CCHFV vOTU inh -7, FadD28 binding 1.3, BoNT F protease -6, FBA Mtb inh 0 and PrPC TRFRET 4.
Screening CCOC(=O)N1CCN(c2cc(C)c(C(C)=O)cc2F)CC1 returned BoNT A protease 1.8, Mtb UGM inh -2.6, GDH-TPI counter 2, CCHFV vOTU inh 2, FadD28 binding -2.0, BoNT F protease 1, FBA Mtb inh -2 and PrPC TRFRET -4.
Screening O=C(NCc1ccccc1)c1onc(CS(=O)(=O)c2ccccn2)c1C(=O)NCc1ccccc1 returned BoNT A protease -0.7, Mtb UGM inh -0.2, BioA inh -0.5, GDH-TPI counter 7, CCHFV vOTU inh 11, FadD28 binding -0.5, BoNT F protease -6, FBA Mtb inh 6 and PrPC TRFRET -6.
Screening COC(=O)N(c1ccc(OC)cc1)P1(=S)OCCC(C)O1 (configuration not stated) returned BoNT A protease 0.4, Mtb UGM inh 0.9, BioA inh 1.4, GDH-TPI counter 1, CCHFV vOTU inh 11, FadD28 binding -1.4, BoNT F protease -6, FBA Mtb inh -1 and PrPC TRFRET 7.
For COC(=O)c1ccc(NC(=O)C2CC2)o1 the results were BoNT A protease 0.2, Mtb UGM inh -3.2, BioA inh 0.0, GDH-TPI counter -8, CCHFV vOTU inh 12, FadD28 binding -2.6, BoNT F protease -3, FBA Mtb inh 0 and PrPC TRFRET 4.
For CC1=C(C(=O)OCc2ccccc2)C(c2ccsc2)C(C#N)=C(N)O1 (configuration not stated) the results were BoNT A protease -0.1, Mtb UGM inh -2.6, BioA inh 0.8, GDH-TPI counter 11, CCHFV vOTU inh 14, FadD28 binding 0.7, BoNT F protease -5, FBA Mtb inh 4 and PrPC TRFRET 3.
`COc1cccc(NC(=O)NC2CCCCCCC2)c1` gave BoNT A protease 2.9, Mtb UGM inh 3.0, BioA inh -0.4, GDH-TPI counter 9, CCHFV vOTU inh 1, FadD28 binding 7.4, BoNT F protease -3, FBA Mtb inh 1 and PrPC TRFRET 7.
O=C(CCCc1ccccc1)Nc1nnc(C(F)(F)F)s1 was read as BoNT A protease -0.4, Mtb UGM inh -1.0, BioA inh -1.2, GDH-TPI counter -9, CCHFV vOTU inh 5, FadD28 binding -4.2, BoNT F protease -11, FBA Mtb inh 2 and PrPC TRFRET 3.

5 compounds out of the list, ordered by heavy-atom count, high to low:
Screening O=C(NCc1ccccc1)c1onc(CS(=O)(=O)c2ccccn2)c1C(=O)NCc1ccccc1 returned BoNT A protease -0.7, Mtb UGM inh -0.2, BioA inh -0.5, GDH-TPI counter 7, CCHFV vOTU inh 11, FadD28 binding -0.5, BoNT F protease -6, FBA Mtb inh 6 and PrPC TRFRET -6.
`Cc1c(C(=O)Nc2nc3ccccc3[nH]2)oc2c(Cl)cccc12` gave BoNT A protease 0.2, Mtb UGM inh -6.0, BioA inh -0.7, GDH-TPI counter 14, CCHFV vOTU inh 10, FadD28 binding -7.4, BoNT F protease -8, FBA Mtb inh 1 and PrPC TRFRET 1.
Screening COC(=O)N(c1ccc(OC)cc1)P1(=S)OCCC(C)O1 (configuration not stated) returned BoNT A protease 0.4, Mtb UGM inh 0.9, BioA inh 1.4, GDH-TPI counter 1, CCHFV vOTU inh 11, FadD28 binding -1.4, BoNT F protease -6, FBA Mtb inh -1 and PrPC TRFRET 7.
`COc1cccc(NC(=O)NC2CCCCCCC2)c1` gave BoNT A protease 2.9, Mtb UGM inh 3.0, BioA inh -0.4, GDH-TPI counter 9, CCHFV vOTU inh 1, FadD28 binding 7.4, BoNT F protease -3, FBA Mtb inh 1 and PrPC TRFRET 7.
Cc1ccc(C(F)(F)F)cc1NC(N)=S was read as BoNT A protease -0.4, Mtb UGM inh -0.5, GDH-TPI counter -4, CCHFV vOTU inh 0, FadD28 binding -1.5, BoNT F protease -2, FBA Mtb inh -2 and PrPC TRFRET -7.

(continued)
For C=CCc1ccc(OC(=O)c2ccccc2)c(OC)c1 the results were BoNT A protease -1.3, Mtb UGM inh -2.1, BioA inh -0.7, GDH-TPI counter 3, CCHFV vOTU inh 6, FadD28 binding -5.0, BoNT F protease 8, FBA Mtb inh 0 and PrPC TRFRET 3.
`CCOC(=O)C1=C(COC(=O)c2ccc(C)c(S(=O)(=O)N3CCOCC3)c2)NC(=O)NC1C` (configuration not stated) gave BoNT A protease -2.8, BioA inh -0.6, GDH-TPI counter 0, CCHFV vOTU inh -4, FadD28 binding 0.3, BoNT F protease 1, FBA Mtb inh -2 and PrPC TRFRET 5.
CCOc1ccccc1N1CCN(C(=S)NCc2ccccc2)CC1 was read as BoNT A protease -0.3, Mtb UGM inh -0.4, BioA inh 1.1, GDH-TPI counter 6, CCHFV vOTU inh 18, FadD28 binding 0.4, BoNT F protease -4, FBA Mtb inh 4 and PrPC TRFRET 6.
COc1cccc(CNC(=O)c2ccc(CS(=O)c3ccccc3)o2)c1 (configuration not stated) was read as BoNT A protease -0.8, Mtb UGM inh 1.6, BioA inh 1.2, GDH-TPI counter -7, CCHFV vOTU inh -9, FadD28 binding -4.3, BoNT F protease -6, FBA Mtb inh 0 and PrPC TRFRET 9.
`CCN(C[C@H]1N[C@@](Cc2ccccc2)(C(=O)OC)[C@H]2C(=O)N(Cc3ccccc3)C(=O)[C@@H]12)S(=O)(=O)c1ccc(OC)cc1` gave BoNT A protease 0.2, Mtb UGM inh 0.4, BioA inh -1.2, GDH-TPI counter 7, CCHFV vOTU inh 2, FadD28 binding -3.0, BoNT F protease -5, FBA Mtb inh -4 and PrPC TRFRET -4.
For CCC1CCCCN1C(=O)N[C@@H](CCSC)C(=O)OC (some centres not stated) the results were BoNT A protease 0.1, Mtb UGM inh 2.4, BioA inh 0.4, GDH-TPI counter 11, CCHFV vOTU inh 3, FadD28 binding -0.3, BoNT F protease 4, FBA Mtb inh 2 and PrPC TRFRET -7.
`Cn1c(=O)cc(OCCCC(=O)N2CCN(Cc3ccc4c(c3)OCO4)CC2)c2ccccc21` gave BoNT A protease 1.1, Mtb UGM inh 2.8, BioA inh -3.1, GDH-TPI counter -3, CCHFV vOTU inh -9, FadD28 binding 1.1, BoNT F protease 5, FBA Mtb inh 2 and PrPC TRFRET 3.
`CCOC(=O)c1cc(=O)n2nc(-c3ccc(C)cc3)nc2s1` gave BoNT A protease -0.2, Mtb UGM inh -1.5, BioA inh -0.6, GDH-TPI counter 15, CCHFV vOTU inh -15, FadD28 binding 0.9, BoNT F protease 1, FBA Mtb inh 2 and PrPC TRFRET -2.
`CCOc1ccc(C(=O)Oc2cc(C)[nH]c(=O)c2[N+](=O)[O-])cc1OCC` gave BoNT A protease 0.8, Mtb UGM inh -0.3, BioA inh -0.9, GDH-TPI counter 4, CCHFV vOTU inh 9, FadD28 binding -2.3, BoNT F protease -1, FBA Mtb inh 2 and PrPC TRFRET 4.

Compound activity from PubChem.
